S3 lipid droplet = qHTS Assay for Lipid Storage Modulators in Drosophila S3 Cells. Drosophila S3 cells, BODIPY lipid droplet fluorescence, 18-24 h; cells fed with added oleic acid. lipid storage change, negative = inhibition, % at the top dose, mostly 46.1 µM; hits show Potency in µM. 320,000 tested, 0.64% active; active = well fitted inhibition curve with a large enough effect in the signal ratio, with a control signal flat, not every such curve was filed as active; inconclusive = small, poorly fitted or top-dose-only effect, or effect the other way, or a change in a side signal; the % refers to the signal ratio
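Laser-scanning cytometry quantifies lipid droplet accumulation (500–530 nm total intensity; droplet/cell object ratio) in oleic acid-fed (400 uM added) Drosophila S3 cells treated with a concentration series. 20 uM Triacsin C defined 100% inhibition.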
S3 lipid droplet cell count max = second read-out of S3 lipid droplet, no call of its own (marks repeat the call); cell number change, %; measured here: cell count max response;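 cells counted by Cell Tracker Red CMTPX staining in the red channel; peak over a dose series mostly up to 46.1 µM; percent activity relative to internal control wells on each plate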
* = called active by the depositor; i = inactive; ? = inconclusive; · = no result given. % is scaled to controls: 0 for no effect and ±100 for the full control effect; potency is read from the fitted curve at half-maximal effect. The list is partial; count on the stated rates, not on these rows.

S3 lipid droplet cell count max	S3 lipid droplet	SMILES
·	?	NS(=O)(=O)c1cc(C(=O)Nc2ccc3c(c2)OCCCO3)ccc1Cl
9.7	28.8%	CSc1nnc(NC(=O)c2ccco2)s1
·	?	COc1ccc(CC(=O)Oc2cc(C)[nH]c(=O)c2[N+](=O)[O-])cc1
25.8	4.4%	CC1(OC(=O)CCc2ccccc2)C(=O)C=C2C=C(c3ccc(C#N)cc3)N(CCc3c[nH]c4ccccc34)C=C2C1=O (stereo not given)
15.2	i	CCCCSc1nnc2nc(C)cc(C)n12
·	?	COc1cc(C(=O)N=c2sccn2C)c([N+](=O)[O-])cc1OC
·	?	CCN1CCN(Cc2ccc(NC(=O)c3cc(NC(=O)C(=O)c4c[nH]c5ccccc45)cc(OC)c3)cc2C(F)(F)F)CC1
·	?	C=C(C)c1nc(N)nc(N)n1
8.9	-14.0%	CCOC(=O)N1CCN(C(=O)c2ccc3c(c2)NC(=O)C(N2CCOCC2)S3)CC1 (stereo not given)
·	?	Cc1cc(C)c(S(=O)(=O)N2CCCC(C(=O)N3CCCC3)C2)c(C)c1 (stereo not given)
·	?	C=C(C)c1cccc(C(C)(C)NC(=O)N2CCC(C)CC2)c1
6.2	i	CC(C)CCN(C(=O)CNC(=O)c1ccco1)C(C(=O)NC1CCCCC1)c1cccnc1 (stereo not given)
·	?	Cc1ccccc1CN1CCNC(=O)C1CC(=O)NCCC1=CCCCC1 (stereo not given)
·	?	COc1ccc(Cl)cc1NC(=O)CN(C)C(=O)CSc1ccc2c(c1)OCCO2
18.2	12.4%	C#CCOC(=O)CN1C(=O)c2cccc3cccc(c23)C1=O

Filtered by structure: those above containing a furan ring, fused or not
S3 lipid droplet cell count max	S3 lipid droplet	SMILES
9.7	28.8%	CSc1nnc(NC(=O)c2ccco2)s1
6.2	i	CC(C)CCN(C(=O)CNC(=O)c1ccco1)C(C(=O)NC1CCCCC1)c1cccnc1 (stereo not given)

Next section
S3 lipid droplet cell count max	S3 lipid droplet	SMILES
·	?	CCn1cc(C(=O)NC(=S)Nc2cccc(O)c2)cn1
·	?	O=C1CCC(/C=C/c2ccccc2)=NN1Cc1ccccc1Cl
-10.4	23.8%	COc1cc(/C=N/NC(=O)c2csc3c2CCCC3)cc(OC)c1O
·	?	CC(C)=CCN1CCN(Cc2cccn2-c2ccccn2)CC1CCO (stereo not given)
·	?	Cc1ccc(N(CC(=O)N2CCOCC2)S(C)(=O)=O)cc1C
·	?	C[C@H](NS(=O)(=O)c1ccccc1)C(=O)OCC(=O)NC(=O)Nc1ccc2c(c1)OCCO2
·	?	CN(CC(=O)Nc1ccccc1Cl)C(=O)c1ccc(-c2cccc(C(F)(F)F)c2)o1
·	?	CC(NC(=O)COC(=O)c1ccccc1SCC(=O)N1CCCC1)c1ccccc1 (stereo not given)
·	?	CCc1n[nH]c(=S)n1/N=C/c1cc(Br)c(OC)cc1OC
-16.5	i	CCOc1ccc(S(=O)(=O)NCCSCc2ccco2)cc1
·	?	Cc1cc(C(=O)NCc2ccccc2)c(=O)[nH]c1C
·	i	COC(=O)C1=C(C)N(CCC2=CCCCC2)C(=O)C1
·	?	O=C(CN1C(=O)NC2(CCCC2)C1=O)Nc1cccc(C(F)(F)F)c1
-2.8	-4.5%	O=C(NNC(=S)Nc1ccc(F)cc1)c1cccc([N+](=O)[O-])c1
10.2	-7.1%	COc1ccc(N2C(=O)C3C(C2=O)C2C=CC3C23CC3)c([N+](=O)[O-])c1 (stereo not given)

Remaining list, next part:
S3 lipid droplet cell count max	S3 lipid droplet	SMILES
·	?	COc1cc(OC)cc(-c2nc(=S)n3ccsc3n2)c1
·	?	COc1cccc(NC(=O)CCC(=O)Nc2cc(OC)c(NC(=O)c3cccs3)cc2OC)c1
·	?	O=C(COC(=O)c1ccc(CO)cc1)Nc1ccc(OC(F)F)cc1
-27.5	-19.3%	CC(=O)Nc1ccccc1OCc1cnc(Cl)s1
8.6	11.3%	CSCCC(NC(=O)c1ccc(Cl)cc1Cl)C(=O)N1CC(C)OC(C)C1 (stereo not given)
·	i	CCOc1ccc(C2CC(=O)NC3=C2C(=O)CCC3)cc1Cl (stereo not given)
-15.6	i	Cc1ccc(S(=O)(=O)NCC2CCC(C(=O)NCCCN3CCCC3=O)CC2)cc1 (stereo not given)
·	?	COC(=O)c1ccc2c(=O)n(CC3CCCO3)c(SCC(=O)Nc3ccccc3Cl)nc2c1 (stereo not given)
·	?	COCCCNC(=O)CCCn1c(=O)[nH]c2ccccc2c1=O
·	?	O=C(/C=C/c1ccc([N+](=O)[O-])cc1)N(c1ccccn1)C1CCCCC1
-6.4	i	COc1cc2c(cc1OC)C(c1ccc(O)cc1)NCC2 (stereo not given)
·	?	Cc1cccc(N(CC(=O)NC(C)(C)C)C(=O)CNC(=O)c2cccs2)c1
-15.2	12.1%	Cc1cc(C)cc(OCC(=O)NCc2nc(-c3ccccc3)no2)c1
·	?	Cc1cc(C(=O)COC(=O)c2cc(Cl)c(O)c(Cl)c2)c(C)n1C
·	?	O=C(N/N=C/C(Br)=C/c1ccccc1)NC1CCCCC1

Going on with the list.
S3 lipid droplet cell count max	S3 lipid droplet	SMILES
21.4	8.5%	COC(C(=O)Nc1ccc(Br)cc1F)c1ccccc1 (stereo not given)
·	?	CCn1c(O)c(N=NC(=O)Cn2ccc(C(F)(F)F)n2)c2ccccc21
·	?	COC(=O)[C@@H]1CCCN1Cc1nc(Cc2ccc(OC)c(OC)c2)no1
·	?	O=C(CCN1CCCCC1)Nc1cccc(Br)c1
·	?	Clc1ccc(Oc2nnnn2-c2ccccc2)cc1
·	?	Cc1cc(C)c(C(=O)/C=C/c2ccco2)c(=O)[nH]1
-18.9	-13.4%	Cc1ccc(CSc2nc3ccncc3[nH]2)cc1
0.7	6.0%	CC#CCCCC(=O)Nc1ccccc1C(=O)O
0.4	-0.8%	CSc1ccccc1NC(=O)C1C2CCC(C2)C1C(=O)O (stereo not given)
·	?	ClCc1csc(-c2ccc(Cl)cc2)n1
·	?	CCCc1cc2c(=O)c(-c3ccc4c(c3)OCCO4)c(C)oc2cc1OS(C)(=O)=O
·	?	N#Cc1ccc(/C=N/NC(=O)CCc2ccc(S(=O)(=O)N3CCOCC3)cc2)cc1
·	?	CC1CC(C)CN(C(=O)COC(=O)CNS(=O)(=O)/C=C/c2ccccc2)C1 (stereo not given)
·	-0.6%	CC(C)NCC(O)COc1cccc2[nH]ccc12 (stereo not given)
·	i	CCN(CC)S(=O)(=O)c1ccc(S(=O)(=O)N(Cc2ccccn2)Cc2ccco2)cc1

4 entries already listed, ordered by count of non-hydrogen atoms, smallest number first.
S3 lipid droplet cell count max	S3 lipid droplet	SMILES
·	-0.6%	CC(C)NCC(O)COc1cccc2[nH]ccc12 (stereo not given)
·	?	Clc1ccc(Oc2nnnn2-c2ccccc2)cc1
0.4	-0.8%	CSc1ccccc1NC(=O)C1C2CCC(C2)C1C(=O)O (stereo not given)
·	?	CCn1c(O)c(N=NC(=O)Cn2ccc(C(F)(F)F)n2)c2ccccc21

Next section:
S3 lipid droplet cell count max	S3 lipid droplet	SMILES
0.3	i	COc1ccc2[nH]c3c(c2c1)CCN1C(=O)N([C@@H](C)C(=O)NCc2c(F)cccc2Cl)C(=O)[C@]31C
·	?	CC(CC(=O)NCc1ccc(Cl)cc1)c1ccccc1 (stereo not given)
·	?	Cc1cc(Br)ccc1NC(=O)CNC(=O)CN(C)Cc1nc2ccccc2c(=O)[nH]1
·	?	CCn1c(SCC(=O)NCc2ccc3c(c2)OCO3)nc2c(c1=O)SCC2
-3.0	4.2%	CSc1ccccc1NC(=O)CN(Cc1ccc(Cl)cc1)S(C)(=O)=O
·	?	CC(C)CC(NC(=O)C1CCC(=O)N1)C(=O)NC(CC(C)C)C(=O)N1CCCC1C(N)=O (stereo not given)
·	?	Cn1c(-c2ccncc2)nc2ccccc21
0.8	-12.3%	COc1ccc(CCN2CN(S(=O)(=O)c3ccccc3)c3nc4ccccc4nc32)cc1
-6.9	24.4%	O=C(COc1ccc(Cl)cc1Cl)N/N=C/c1ccc[nH]1
·	?	O=C(CSc1nnc(-c2ccc(Cl)s2)o1)N1CCOCC1
·	?	O=C(CSc1ccsc1[N+](=O)[O-])NCCc1ccccc1
15.5	i	CC(C)(C)CN1CCC(Oc2cccc(C(=O)N3CCC[C@H]3CO)c2)CC1
·	?	COc1ccc(N(CC(=O)Nc2ccccc2F)S(=O)(=O)c2ccc(OC)c(OC)c2)cc1
·	-13.5%	CN(C)c1nc(Oc2ccc(C(=O)OCC(=O)Nc3ccccc3)cc2)nc(N(C)C)n1
0.3	2.5%	COc1ccc([N+](=O)[O-])cc1NC(=O)Cn1ccsc1=N

Remaining list, next part.
S3 lipid droplet cell count max	S3 lipid droplet	SMILES
18.8	-5.3%	CC(=O)c1cc(CN2CCC(n3nccc3NC(=O)c3ccccc3Cl)CC2)cs1
·	?	O=C(NNC(=O)C1CC(c2cccs2)=NO1)Nc1ccccc1 (stereo not given)
·	-16.8%	COc1ccc(N2CCN(C(=O)c3nn(C)c4c3CS(=O)(=O)c3ccccc3-4)CC2)cc1
-3.3	3.5%	O=C(NC(Cc1ccccc1)C(=O)O)/C(=C\c1ccco1)NC(=O)c1ccco1 (stereo not given)
·	?	O=C(NC1CCCc2ccccc21)c1ccc(S(=O)(=O)N2CCOCC2)cc1 (stereo not given)
5.7	9.1%	CCOc1ccc(OCC)c(NC(=O)CN2CCN(c3cc(C)ccc3C)CC2)c1
·	?	CCN(CC)C(=O)C1CCN(CC2CC=CCC2)CC1 (stereo not given)
40.3	i	Cn1nccc1C(=O)OCC(=O)Nc1ccccc1
·	i	Cc1ccc(C)c(S(=O)(=O)N2CCCC2CNC(=O)C(=O)NCc2ccccc2C)c1 (stereo not given)
·	?	Cc1n[nH]c(=O)nc1NC(C)c1ccccc1 (stereo not given)
·	?	CCC(NC(=O)c1ccc2nc(Cc3ccc(OC)cc3)oc2c1)c1ccncc1 (stereo not given)
-15.9	-4.0%	CN(CC(=O)Nc1ccccc1Br)C(=O)CN1CCN(c2ccccc2Cl)CC1
·	?	COc1ccc(NC(=O)Cc2nnc(SCC(=O)Nc3ccccc3)n2C)cc1
·	?	O=C(CN1C(=O)C2CCCCC2C1=O)Nc1cccc([N+](=O)[O-])c1 (stereo not given)
-4.5	14.9%	[2H]C(CCOS(N)(=O)=O)c1ccccc1 (stereo not given)

Next entries follow:
S3 lipid droplet cell count max	S3 lipid droplet	SMILES
·	8.9%	Cc1c(C(=O)c2ccccc2)c2ccccn2c1CCC#N
·	i	O=C(c1csc2c1CCCC2)N1CCN(c2ncccn2)CC1
·	?	COCCNc1nc2c(c(=O)n(Cc3cccc(Br)c3)c(=O)n2C)n1C
·	?	O=C(COc1cccc2ccccc12)NNC(=O)[C@@H]1CCCC[C@@H]1C(=O)O
18.4	i	COc1ccc(-n2nnnc2SCC(=O)c2cccc(OC)c2)cc1
·	?	O=C(CCCn1c(=O)c2cccn2c2cccnc21)NCCc1ccc(Cl)cc1
0.1	-10.1%	Cc1ccnc(NC(=O)CCC(=O)N(CC(=O)NCc2ccccc2)Cc2ccco2)c1
·	?	CN1CCN(/C=N/c2sc3c(c2C#N)CCCCC3)CC1
-3.0	-0.1%	CCOc1ccc(CCNC(=O)C2CC(=O)N(C3CCCC3)C2)cc1OCC (stereo not given)
25.3	23.9%	CCOc1ccc(C(=O)c2nc3c(n2O)CCCC3)cc1
-0.7	-27.0%	COc1ccc(NC(=O)c2cc(S(=O)(=O)N3CCOCC3)cs2)cc1
·	?	Cc1ccc(NC(=O)COC(=O)c2ccco2)cc1C
·	?	O=C(COC(=O)c1ccc2ccccc2c1)Nc1ncc(C(F)(F)F)cc1Cl
-6.7	16.0%	CCOC(=O)Cn1c(S(=O)(=O)Cc2ccccc2)nc2ccccc21
7.3	0.3%	Cc1c(Br)c([N+](=O)[O-])nn1CC(=O)Nc1ccc(C(N)=O)cc1

Later entries
S3 lipid droplet cell count max	S3 lipid droplet	SMILES
·	?	CCN(C(=O)CSc1nnc(-c2c[nH]c3ccccc23)n1C1CC1)C1CCS(=O)(=O)C1 (stereo not given)
·	?	Cc1cc(NC(=O)COC(=O)C2CC(=O)N(c3ccc(Br)cc3)C2)no1 (stereo not given)
10.5	1.3%	O=C(Nc1ccc2c(c1)C(=O)OC2)c1ccc(F)cc1F
·	i	CCOC(=O)c1c(C)n(OCc2ccccc2)c2ccc3nonc3c12
0.4	-0.3%	COc1ccc(OC)c(NC(=S)NCCN2CCOCC2)c1
·	i	COc1ccc(N2CCN(CCCNC(=O)C3CCCN(S(=O)(=O)c4cnc[nH]4)C3)CC2)cc1 (stereo not given)
·	?	Cc1cc(Cl)c(S(=O)(=O)Nc2ccon2)cc1OCC(=O)NC1CCCCC1
·	?	COC(=O)c1cccc(NC(=O)CC2NCCNC2=O)c1 (stereo not given)
·	?	Cn1c(=O)c2c(-c3ccccc3)n(-n3cnnc3)cc2n(C)c1=O
·	?	CC(Cc1n[nH]c(=S)n1N)c1ccccc1 (stereo not given)

Not a retest: entries from further up.
S3 lipid droplet cell count max	S3 lipid droplet	SMILES
0.4	-0.3%	COc1ccc(OC)c(NC(=S)NCCN2CCOCC2)c1
·	i	COc1ccc(N2CCN(CCCNC(=O)C3CCCN(S(=O)(=O)c4cnc[nH]4)C3)CC2)cc1 (stereo not given)
